Bioassay records deposited in PubChem by several laboratories.
m-calpain inh: blocks pig calpain II enzyme activity; inhibition, % at 16 µM; purified calpain II, fluorogenic peptide substrate, 30 min; actives 0.37% (n = 220,000);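 active = inhibition above about 50%, limit read from the data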
PPC-1+TRAIL kill: kills PPC-1 cancer cells in the presence of TRAIL. actives 0.41% (n = 220,000). cell killing (% activity), % at 4 µM. PPC-1 cells + TRAIL, ATPLite viability luminescence;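 active = cell killing above 50% in the first pass at 4 µM, then a duplicate retest at 5 µM averaging 50% or more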;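 note: plate controls were cells with TRAIL plus DMSO for no effect and medium-only wells lacking cells for full effect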
Cl transport mod: modulators of human KCC2 chloride dependent transport | B-score of Tl+ flux slope (higher = more flux/activation; lower = inhibition) at 10 µM | actives 2.2% (n = 190,000) | KCC2 cells, thallium flux FluoZin-2 fluorescence | AID 1456 | Q9H2X9;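 active = thallium flux slope and its plate-corrected score both differing from the plate sample mean at a set confidence after two filtering rounds, in either direction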;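 note: slope of fluorescence scaled to starting intensity during 10 to 20 s after thallium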
Tb hexokinase: T. brucei hexokinase 1 inhibition. recombinant TbHK1, G6PDH-coupled NADH A340. inhibition, % at 10 µM. actives 0.11% (n = 220,000). AID 1430;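 active = inhibition of 50% or more in the single-dose primary screen; inactive = inhibition below 50%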
TRPN1 ag: activates the zebrafish TRPN1 channel | HEK293 zebrafish TRPN1-YFP, Fluo-8 calcium fluorescence; 100% = response to 87 µM carbachol | activation, % at 3 µM | actives 0.18% (n = 220,000);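 active = activation above its plate's cutoff, the mean activation of test wells on that plate plus 3 SD, cut at about 19% in these data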;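 note: 0% = DMSO alone and 100% = 87 µM carbachol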
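Control set: carbachol 87 µM as high control, DMSO as low control; system: HEK293 stable line with zebrafish TRPN1-YFP; read-out: % activation versus carbachol response; detection: intracellular calcium fluorescence with Fluo-8; doses: single test compound dose, 3 µM nominal, 0.3% DMSO; schedule: dye 1 h 37 °C plus 30 min RT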
EBV gp42 block: blocks Epstein-Barr virus glycoprotein 42 binding; actives 0.42% (n = 220,000); Q1HVG2; Fluorescence polarization binding assay, mP read-out; inhibition, % (tested at 21.74 µM); in the data active = inhibition above about 50%
Target sequence (Q1HVG2 whole entry, looked up): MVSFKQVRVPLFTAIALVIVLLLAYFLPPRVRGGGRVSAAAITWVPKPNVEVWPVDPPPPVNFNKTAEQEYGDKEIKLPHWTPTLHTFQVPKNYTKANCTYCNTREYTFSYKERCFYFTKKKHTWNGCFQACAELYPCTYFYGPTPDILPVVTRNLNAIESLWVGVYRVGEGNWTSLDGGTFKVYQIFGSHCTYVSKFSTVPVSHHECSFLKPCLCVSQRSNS
Thrombin inh: inhibitors of human thrombin; P00734; alpha-thrombin, Boc-VPR-AMC fluorogenic substrate cleavage; inhibition, % at 5 µM; actives 0.26% (n = 220,000); AID 1046;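 active = inhibition at or above 40%; inactive = inhibition below 40%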;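 note: 0% = enzyme with no compound and 100% = wells without enzyme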
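System – human alpha-thrombin protein · Reagent – Boc-VPR-AMC substrate, 15 µM final · Compound – 5 µM single dose in 0.2% DMSO · Schedule – reaction at room temperature · Technique – AMC fluorescence at 355 nm excitation and 460 nm emission · Read-out basis – % inhibition relative to enzyme controls and enzyme-free blanks · Control set – no-compound enzyme wells and no-enzyme blanks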
Furin inhibitor: inhibitors of human furin. purified furin, fluorogenic substrate cleavage. AID 463115. P09958. inhibition, % at 30 µM. actives 0.061% (n = 220,000); in the data active = inhibition above about 25%; note: inactives centre near -15
TRPML3 agonist: human mucolipin-3 channel agonism | AID 1448 | HEK293 TRPML3-YFP, Fluo-8 calcium fluorescence; 100% = the carbachol control signal | Q8TDD5 | actives 0.29% (n = 220,000) | activation, % at 3 µM;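 active = activation above its plate's cutoff, the mean activation of the plate's test wells plus 3 SD, cut at about 12% in these data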;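 note: 0% = DMSO only wells and 100% = carbachol wells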
Target sequence (Q8TDD5 whole entry, looked up): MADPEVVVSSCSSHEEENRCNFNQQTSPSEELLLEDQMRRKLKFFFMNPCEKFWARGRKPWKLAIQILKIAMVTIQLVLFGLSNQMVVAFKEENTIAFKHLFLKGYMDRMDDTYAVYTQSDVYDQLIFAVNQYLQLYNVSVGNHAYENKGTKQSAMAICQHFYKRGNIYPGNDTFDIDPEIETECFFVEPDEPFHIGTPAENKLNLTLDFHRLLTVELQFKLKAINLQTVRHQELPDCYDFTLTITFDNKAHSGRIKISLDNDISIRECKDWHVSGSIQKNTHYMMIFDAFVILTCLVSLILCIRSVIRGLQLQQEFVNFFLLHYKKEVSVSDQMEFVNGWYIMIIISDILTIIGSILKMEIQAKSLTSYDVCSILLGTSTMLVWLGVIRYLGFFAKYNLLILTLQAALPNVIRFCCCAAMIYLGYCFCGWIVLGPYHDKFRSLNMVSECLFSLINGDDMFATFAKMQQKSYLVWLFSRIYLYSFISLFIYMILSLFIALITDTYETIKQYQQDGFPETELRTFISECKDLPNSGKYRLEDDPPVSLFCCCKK
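Material: HEK293 cells stably carrying human TRPML3-YFP; compound dosing: single dose, 3 µM final nominal compound, 0.3% DMSO final; incubation: 1-h 37 °C dye load, 5-s basal, 120-s post-compound reads; technique: Fluo-8 intracellular calcium fluorescence, excitation 470-495 nm, emission 515-575 nm; read-out basis: percent activation from peak-to-basal fluorescence ratio, scaled between DMSO and carbachol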
Active calls of the source: *; . = no result given; [ ] = dose if it differs, or a comment. No enrichment for hits. About 3.6% of those tested had a hit in this group.

SMILES	m-calpain inh	PPC-1+TRAIL kill	Cl transport mod	Tb hexokinase	TRPN1 ag	EBV gp42 block	Thrombin inh	Furin inhibitor	TRPML3 agonist
COc1ccc(O)c(/C=N/Nc2nc(Nc3ccccc3)nc(-n3nc(C)cc3C)n2)c1	-144	-7	0.13	-20	-0.7	4	-6	-2[20 µM]	-0.5
CCOC(=O)C1CCN(c2ccc(Cl)nn2)CC1	7	19	-0.91	6	0.1	3	3	-19	0.9
CC(=O)n1cc([C@@H]2C=C(C(=O)Nc3ccccc3)O[C@H](OCc3ccc(CO)cc3)C2)c2ccccc21	-25	-16	-1.6	-15	2.3	-11	-4	-16	1.2
O=C(Nc1cc(S(=O)(=O)N2CCCC2)ccc1Cl)C1=COCCO1	-23	1	.	-8	-0.7	4	-7	-21[20 µM]	-0.1
CCNC(=S)N1CCN(S(=O)(=O)c2ccccc2C(F)(F)F)CC1	-19	0	0.1	-2	4.4	-8	-4	-15	3.1
O=C(O)COc1ccc(/C=C/c2ccc3cccc([N+](=O)[O-])c3n2)cc1	28	33	0.049	4	-0.1	-5	-2	4	0.8
c1ccc(CCC2=NCCn3cccc32)cc1	-31	1	0.48	-9	2.0	-13	2	3	0.3
S=c1[nH]nc(-c2cc(-c3ccsc3)n[nH]2)n1-c1ccccc1	-1	-16	-0.82	-4	-0.9	-6	-7	-21	0.5
O=C1C=C(NCCN2CCOCC2)CC(c2ccccc2)C1 (stereo not drawn)	12	6	-0.16	43	0.0	-27	3	-9	-1.2
O=C(c1ccc2c(c1)OCO2)N1CCCC(c2ccccc2)C1 (stereo not drawn)	-4	5	-1.9	16	0.2	-16	5	-11[20 µM]	-0.4
CCC(=O)N1c2ccc(C)cc2C2=NNC(=S)NC21O (stereo not drawn)	19	-4	5.4*	-4	0.6	-12	6	-3[20 µM]	1.0
O=C(CCCOc1ccccc1)Nc1nnc(C2CCCO2)s1 (stereo not drawn)	-18	1	.	1	-0.9	-5	-6	-8	-0.1
CCOC(=O)CCNCc1ccc(OC)c(OC)c1	18	5	0.67	-7	1.1	-6	-7	-14	0.8
Cc1ccc(C(=O)c2nc3c(n2O)CCCC3)cc1	-25	2	.	-27	-1.3	-14	5	-16[20 µM]	1.1
O=C1CC(N2CCN(c3ccc(O)cc3)CC2)C(=O)N1Cc1cccs1 (stereo not drawn)	-3	20	-0.39	0	0.5	-8	-4	-6[20 µM]	0.8
CC1CCN(S(=O)(=O)c2ccc(NC(=O)Cn3nnc(-c4ccccc4)n3)cc2)CC1	41	-3	-0.14	12	0.5	0	-6	-22	0.4
NS(=O)(=O)c1cccc(NC(=O)CCSc2ccccc2Cl)c1	15	20	-1.3	5	1.3	-18	-6	-16	0.8
COc1cc(C(=O)NC2CC3CCCC(C2)N3C2CC2)cc(OC)c1OC (stereo not drawn)	-27	9	0.34	1	0.2	-21	6	-22	0.7
CCOC(=O)c1c(C)[nH]c(C(=O)COC(=O)CCC2CCCC2)c1C	14	21	0.17	-1	0.5	2	0	-10[20 µM]	0.7
CC(=O)NC(CCCN1C(=O)c2ccccc2C1=O)c1nnn(C)n1 (stereo not drawn)	6	2	-1.3	-2	1.5	-15	-1	-38	1.1
COc1cccc(-c2cc(C(=O)Nc3cccc(O)c3)no2)c1	13	56*[5 µM]	0.69	-4	0.2	-1	-4	-26	0.4
CCCC(C)c1nnc(NC(=O)C2CCCO2)s1 (stereo not drawn)	-22	18	0.39	-3	-0.7	-6	-7	-12[20 µM]	0.9
CC(C)(C)c1ccc(COC(=O)CNC(=O)CNC(=O)Cc2ccccc2)cc1	-9	4	.	3	-2.5	-18	-6	-21[20 µM]	-1.2
COc1ccc(-c2nc(CNS(=O)(=O)c3ccc(OC)c(OC)c3)cs2)cc1	-24	7	0.53	-13	1.1	-7	-7	-29	-0.1
O=c1c2ccccc2nc(SCc2ccc([N+](=O)[O-])cc2)n1-c1ccccc1	-14	8	-0.38	-4	-1.2	-11	2	-24[20 µM]	1.1
Cc1nn(C)cc1CNC(=O)c1ccc(F)cc1	-3	-3	0.59	-2	1.1	-11	-11	-16	1.6
COC(=O)c1nc(N)sc1C(C)C	-6	29	-0.27	0	-0.1	10	6	-26	0.6
CCN(CC)S(=O)(=O)c1cccc(-c2nc3n(n2)Cc2ccccc2-3)c1	10	2	.	-12	0.6	-2	-12	-16	-0.3
O=C(NCc1ccccc1Cl)c1ccc(CSc2nc3ccncc3[nH]2)cc1	10	-6	-0.62	-3	0.5	-14	-4	-13	1.0
COc1ccc(CCn2ccc(O)c(Cc3ccc(Cl)cc3Cl)c2=O)cc1OC	8	3	1.5	-11	-1.1	9	0	-17	1.8

In a second layout: 5 of the compounds above
compound | m-calpain inh | PPC-1+TRAIL kill | Cl transport mod | Tb hexokinase | TRPN1 ag | EBV gp42 block | Thrombin inh | Furin inhibitor | TRPML3 agonist
COc1ccc(CCn2ccc(O)c(Cc3ccc(Cl)cc3Cl)c2=O)cc1OC | 8 | 3 | 1.5 | -11 | -1.1 | 9 | 0 | -17 | 1.8
Cc1nn(C)cc1CNC(=O)c1ccc(F)cc1 | -3 | -3 | 0.59 | -2 | 1.1 | -11 | -11 | -16 | 1.6
CCN(CC)S(=O)(=O)c1cccc(-c2nc3n(n2)Cc2ccccc2-3)c1 | 10 | 2 | . | -12 | 0.6 | -2 | -12 | -16 | -0.3
CCCC(C)c1nnc(NC(=O)C2CCCO2)s1 (stereo not drawn) | -22 | 18 | 0.39 | -3 | -0.7 | -6 | -7 | -12[20 µM] | 0.9
COc1cccc(-c2cc(C(=O)Nc3cccc(O)c3)no2)c1 | 13 | 56*[5 µM] | 0.69 | -4 | 0.2 | -1 | -4 | -26 | 0.4

Further entries:
SMILES	m-calpain inh	PPC-1+TRAIL kill	Cl transport mod	Tb hexokinase	TRPN1 ag	EBV gp42 block	Thrombin inh	Furin inhibitor	TRPML3 agonist
Cc1cccc(C)c1Nc1nnc(SCC(=O)c2ccc(Br)s2)s1	15	9	-1.7	6	-1.1	-17	-13	-7	0.2
COCCCN(Cc1ccco1)C(=O)Cn1ncc2c(=O)oc3ccc(C)cc3c21	-8	24	-1.5	8	-0.8	7	-4	-22	-0.1
O=c1[nH]c(N2CCOCC2)nc2c1CCCC2	9	28	0.43	-5	0.4	-25	-4	-22[20 µM]	0.2
C/C(=N/NC(=O)c1ccccc1)C(=O)O	-23	6	0.65	-3	-1.1	-20	-13	-24	1.3
CCC(C(=O)NCc1ccccc1OC)c1ccccc1 (stereo not drawn)	-10	6	-0.3	-3	-1.0	-3	0	-22	-0.3
CC(=O)Nc1ccc(S(=O)(=O)NCC2CCC(C(=O)NCc3ccccc3)CC2)cc1 (stereo not drawn)	15	12	0.0087	6	2.0	-11	22	-2	0.9
COC(=O)c1ccc(C(=O)OC)c(NC(=S)N2CCC(C)CC2)c1	-10	0	1	0	-0.8	-3	1	-20	-0.2
FC(F)(F)c1nnc2c(Sc3ccc(Cl)cc3)nc3ccccc3n12	-19	4	0.38	-10	0.4	-14	-8	-17	0.3
CCOC(=O)c1c(C=O)c(C)n(Cc2ccc(C)cc2)c1C	-59	-2	-0.74	3	0.0	-12	1	-8[20 µM]	0.1
Cc1ccc(-c2cc(C(=O)NCCCN3CCOCC3)no2)cc1	12	-5	0.073	0	-0.8	-13	-3	-13[20 µM]	0.6
CSC(=S)N(C)C1CCS(=O)(=O)C1 (stereo not drawn)	9	10	1.4	-6	1.2	-20	-3	-6	0.9
COc1ccc(C(=O)Nc2ccc(S(=O)(=O)NC(C)C)cc2)cc1	13	9	-0.11	-6	0.9	-19	-2	0[20 µM]	1.1
CCOC(=O)CSc1ncc(OC)c(Sc2ccc(OC)cc2)n1	5	12	-1	-9	-1.3	-17	-3	-12[20 µM]	-0.5
O=C(COC(=O)CSc1cc(Cl)ccc1Cl)NCc1ccc2c(c1)OCO2	11	5	-0.26	0	-0.9	-6	2	-26	0.1
COC(=O)c1ccc(CSc2nnc(CNC(=O)c3cccs3)o2)o1	-10	2	0.88	-1	-0.2	-8	2	-7[20 µM]	0.5
Cc1nn(CC(=O)NCCc2ccc(Cl)cc2)c(C)c1[N+](=O)[O-]	11	25	.	-2	-0.8	-14	4	-9[20 µM]	-0.7
NC(=O)CC(NC(=O)Cc1ccc(Br)cc1)c1ccc(NCC2CC2)c([N+](=O)[O-])c1 (stereo not drawn)	50	23	1	-2	.	-51	5	-18	.
Cn1c(=O)c2c(ncn2CCCNC2=CC(C)(C)CC(=O)C2)n(C)c1=O	13	0	-1.1	2	0.5	-6	-8	-14[20 µM]	0.9
CN(C)c1cc(=O)n2c(n1)SCCC2	-15	10	0.11	4	-0.8	-22	3	-2[20 µM]	-0.2
O=S(=O)(NCCOCC(F)(F)C(F)F)c1ccc2oc3ccccc3c2c1	-20	-15	.	15	-1.1	4	-2	-10	-1.5
Cc1ccc(C)c(OCCCC(=O)Nc2ccc(N3CCOCC3)cc2)c1	8	4	.	-9	1.5	-26	-3	-21[20 µM]	1.5
COc1ccc(CCNC(=O)c2nnn(CC(=O)Nc3cccc(F)c3)c2N)cc1OC	-43	28	-0.5	-3	0.4	1	-5	-22	-0.8
Cc1nc(NCCNC(=O)c2ccco2)c2c(C)c(C)sc2n1	-3	-1	0.8	5	2.5	-13	-6	-18[20 µM]	0.2
Nc1ccc(Nc2nc(-c3cc4ccccc4oc3=O)cs2)cc1	-36	.	.	-5	0.5	-9	-6	-25	0.2
COc1ccc2[nH]c(C(=O)N3CCCN(Cc4ccc(F)cc4)CC3)cc2c1	-67	6	0.21	-12	1.1	-4	-11	-22	0.4
O=C(COc1cc(Cl)ccc1Cl)Nc1nnc(CC(=O)N2CCOCC2)s1	12	-2	0.0096	-1	3.1	-6	-6	-24[20 µM]	-0.2
COc1cccc([C@@H]2Oc3ccc(OC)cc3C(=O)[C@H]2OC(=O)NCc2ccc3c(c2)OCO3)c1	-15	21	42*	-1	1.3	-16	0	-9	-0.2

Structures shown so far containing a CF3 group:
SMILES	m-calpain inh	PPC-1+TRAIL kill	Cl transport mod	Tb hexokinase	TRPN1 ag	EBV gp42 block	Thrombin inh	Furin inhibitor	TRPML3 agonist
CCNC(=S)N1CCN(S(=O)(=O)c2ccccc2C(F)(F)F)CC1	-19	0	0.1	-2	4.4	-8	-4	-15	3.1
FC(F)(F)c1nnc2c(Sc3ccc(Cl)cc3)nc3ccccc3n12	-19	4	0.38	-10	0.4	-14	-8	-17	0.3
